KKLEB tox = cytotoxicity in KKLEB CF airway cells, primary screen, cytotoxicity control for CF NF-kB inhibitor project, cell-based, uHTS, fluorescence assay plates | KKLEB CF airway cells viability, ATPlite luminescence, overnight; hits give low values; cells stimulated with P. aeruginosa culture filtrate | activity change (cytotoxicity), % at 5 µM | 360,000 tested, 0.36% active | AID 602141, 2011;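 active = corrected activity change at or below -50% at 5 µM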
HIF-2a block = HIF-2a reporter inhibitors, primary screen, luminescence, 786-0 RCC cells; inhibition, % at 18.8 µM; 360,000 tested, 0.72% active; 786-0 RCC cells HIF-2a reporter, luciferase luminescence, overnight;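 active = inhibition of the luminescence signal of 40% or more relative to plate controls, in a single-dose primary screen at 18.75 µM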
NR2E3 ag-1 = NR2E3 agonists in two-hybrid cells, primary screen, cell-based, luminescence, CHO-S, Gal4-NCOR/VP16-NR2E3. inhibition of corepressor binding, % at 3.98 µM. AID 602229, 2012. luciferase. 360,000 tested, 0.35% active. Photoreceptor-specific nuclear receptor (Homo sapiens), Q9Y5X4;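 active = inhibition above the mean of all tested compounds plus 3 SD, cut at about 70% in these data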;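 note: 0% = DMSO with NR2E3 transfected cells and 100% = cells lacking NR2E3 construct; higher means lower luciferase signal from less NR2E3 corepressor binding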
Target sequence (Q9Y5X4 whole entry, looked up, the tested form may be a part): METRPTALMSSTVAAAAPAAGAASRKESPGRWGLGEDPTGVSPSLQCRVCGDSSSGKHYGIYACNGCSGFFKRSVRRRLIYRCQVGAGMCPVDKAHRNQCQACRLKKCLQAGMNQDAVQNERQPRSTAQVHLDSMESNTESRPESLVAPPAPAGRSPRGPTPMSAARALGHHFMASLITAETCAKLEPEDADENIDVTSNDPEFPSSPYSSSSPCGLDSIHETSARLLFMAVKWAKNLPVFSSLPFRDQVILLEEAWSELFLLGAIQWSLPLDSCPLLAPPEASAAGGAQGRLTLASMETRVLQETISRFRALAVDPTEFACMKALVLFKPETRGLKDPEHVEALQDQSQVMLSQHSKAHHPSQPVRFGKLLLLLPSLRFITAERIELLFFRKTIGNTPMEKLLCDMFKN
Peg3 promoter = Peg3 promoter-driven luciferase inhibitors, primary screen, cell-based, HeLa, luciferase luminescence; 360,000 tested, 1.7% active; AID 588405, 2011; HeLa PEG-Prom luciferase reporter, overnight; inhibition, % at 20 µM;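 active = inhibition of at least 50% at 20 µM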
Shn3 inh set2 = reduction of Shn3 3'UTR firefly luciferase signal, primary screen, Schnurri-3 inhibitor project, cell-based, Clone20 osteoblasts, set 2 | Clone20 osteoblast Shn3 3'UTR firefly luciferase, 24 h | inhibition, % at 12.5 µM | 360,000 tested, 0.52% active | AID 588674, 2011;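 active = mean inhibition of at least 75% with every replicate also reaching 75%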;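 note: 0% = median of neutral control wells and 100% = pilot-screen positive control compound; some compounds past the cut are filed as inactive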
NR2E3 ag-2 = inhibitors of NR2E3-RetCOR corepressor binding, primary screen, NR2E3 agonist project, biochemical, TR-FRET, GST-NR2E3, biotin-RetCOR; 1536-well; inhibition of corepressor binding, % at 4.78 µM; 320,000 tested, 0.12% active; AID 2300, 2010;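 active = percent inhibition above the cutoff of mean plus 3 SD of all tested compounds, set per screening campaign, cut at about 20% in these data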;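 note: 0% = DMSO wells and 100% = biotin wells as full block of FRET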
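Assay system: NR2E3–RetCOR corepressor complex. Quantity: 1.35 nM GST-NR2E3. Buffer or medium: pH 7.5 Tris-based buffer. Reagent: biotinylated RetCOR corepressor at 7 nM final. Schedule: 5 h at 4 °C. Detection: TR-FRET, emission read at 617 and 671 nm. Replicates: one well per compound, singlicate testing.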
C8 TRAIL sens = viability loss with TRAIL in NB7+C8 cells, primary screen, TRAIL sensitizer project, cell-based, ATPlite luminescence; 360,000 tested, 1% active; inhibition (viability loss, TRAIL sensitization), % at 10 µM; AID 624354, 2012;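 active = compounds causing at least 50% loss of cell viability in the single-dose screen, relative to plate controls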
CF NFkB inh = inhibitors of PAF-induced NF-kB signaling, primary screen, cell-based, GFP fluorescence, uHTS | KKLEB NF-kB-GFP reporter, GFP fluorescence overnight | inhibition, % at 5 µM | 360,000 tested, 0.86% active;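 active = at least 50% inhibition at 5 µM, scaled per plate between neutral and stimulator controls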;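 note: PAF is a Pseudomonas aeruginosa culture filtrate used as stimulus; plate controls were PAF-stimulated DMSO wells for no effect and unstimulated DMSO wells for full effect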
TRPM1 prom inh = inhibitors of MITF-dependent TRPM1 promoter reporter, primary screen, cell-based, SK-MEL-5, single point, luciferase. SK-MEL-5 TRPM1 promoter luciferase, 24 h. inhibition, % at 12.5 µM. 330,000 tested, 0.83% active;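 active = mean inhibition across replicates of 60% or more, whatever share of single replicates reaches that level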; note: values of inactives mirror those of a sister screen read the other way
TWEAK-Fn14 inh = inhibitors of TWEAK-Fn14 signaling, primary screen, luciferase reporter cells, uHTS; TWEAK-stimulated Fn14 reporter cells, luciferase luminescence, 8 h; AID 1159606, 2016; inhibition, % at 10 µM; 360,000 tested, 2% active; in the data active = inhibition above about 50%
TROY NFkB inh = inhibitors of TROY-driven NF-kB signaling, primary screen, Q293 LMP1-TROYcd cells, NF-kB luciferase, uHTS | Q293 LMP1-TROYcd NF-kB luciferase reporter, 4 h | inhibition, % at 10 µM | 360,000 tested, 0.98% active | AID 1347056, 2019;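 active = compounds whose plate-normalised and pattern-corrected inhibition of the luciferase reporter signal at the single screening dose is 50% or more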
Active calls of the source: *; nt = not tested or not shown. This is a subset; rates above refer to the full screens.

SMILES	KKLEB tox	HIF-2a block	NR2E3 ag-1	Peg3 promoter	Shn3 inh set2	NR2E3 ag-2	C8 TRAIL sens	CF NFkB inh	TRPM1 prom inh	TWEAK-Fn14 inh	TROY NFkB inh
COc1ccccc1CNC(=S)Nc1cc(C)ccc1C	-2	12	-22	18	-9	-1	5	20	4	5	-7
CC1CC(C)CN(S(=O)(=O)c2ccc(NC(=O)CCNC(=O)c3ccc([N+](=O)[O-])cc3)cc2)C1 (stereo not drawn)	1	3	1	2	-16	5	4	-4	6	-31	17
COc1ccc(C(=O)NCC(C)NC(=O)c2ccc(OC)c(Br)c2)cc1Br (stereo not drawn)	-22	20	-18	21	nt	-3	-6	10	nt	-18	-13
CN(C)C(=S)NC(=O)C12CC3(C)CC(C)(CC(C)(C3)C1)C2	2	10	18	20	10	1	10	18	-30	-7	4
Cc1ccc(-n2nc(CC#N)c(C#N)c2N)cc1Cl	8	7	-2	-14	0	0	-1	-9	5	9	-12
Cc1ccc(OCCNC(=O)C(C)SCC(=O)Nc2ccc(F)cc2)cc1 (stereo not drawn)	-5	18	-15	21	-2	nt	7	-6	3	6	-11
COc1ccc(Nc2cc(C(=O)NCc3ccco3)c3ccccc3n2)c(OC)c1	2	-31	1	-18	-24	-3	18	2	-1	20	-13
Cc1ccccc1C(=O)NN1CCOCC1	2	21	12	-4	-27	0	2	-20	-2	-23	-6
Cc1cccn2c(=O)c(C(=O)NC3CCCCC3C)c(O)nc12 (stereo not drawn)	7	-30	-47	4	-60	1	28	7	2	-18	-12
O=S(=O)(c1ccc(Oc2ccc(Cl)cc2)nc1)N1CCOCC1	23	0	-22	-2	3	-5	2	-11	11	4	-10
Cc1cc(C)c(S(=O)(=O)c2ccccc2C)c(OCCN(C)C)n1	-13	12	-12	-1	3	-1	-7	2	2	15	-10
Cc1ccc(S(=O)(=O)N2C(=O)CCC2C(=O)Nc2ccc3c(c2)OCCO3)cc1 (stereo not drawn)	0	-4	-23	-8	-12	1	-8	-9	0	8	0
NC(=O)c1c(NC(=O)c2cccnc2Cl)sc2c1CCCC2	9	-22	5	-17	8	-2	9	-19	-17	-4	-12
O=C(CN1CCCCC1)N1CCN(S(=O)(=O)c2ccccc2)C1	-14	18	-12	12	10	-3	-9	4	-3	9	0
Cc1cc(C)nc(SCc2cc(=O)c(OC(=O)c3ccc(Br)o3)co2)n1	-2	6	13	16	2	0	25	18	12	20	19

Quoted at random: two entries already listed.
SMILES	KKLEB tox	HIF-2a block	NR2E3 ag-1	Peg3 promoter	Shn3 inh set2	NR2E3 ag-2	C8 TRAIL sens	CF NFkB inh	TRPM1 prom inh	TWEAK-Fn14 inh	TROY NFkB inh
CC1CC(C)CN(S(=O)(=O)c2ccc(NC(=O)CCNC(=O)c3ccc([N+](=O)[O-])cc3)cc2)C1 (stereo not drawn)	1	3	1	2	-16	5	4	-4	6	-31	17
O=S(=O)(c1ccc(Oc2ccc(Cl)cc2)nc1)N1CCOCC1	23	0	-22	-2	3	-5	2	-11	11	4	-10

(list continues)
SMILES	KKLEB tox	HIF-2a block	NR2E3 ag-1	Peg3 promoter	Shn3 inh set2	NR2E3 ag-2	C8 TRAIL sens	CF NFkB inh	TRPM1 prom inh	TWEAK-Fn14 inh	TROY NFkB inh
O=C(Nc1ccc(Cl)cc1C(F)(F)F)c1ccc(Cl)cc1	13	-65	-18	-82	-39	1	7	-4	-63	-24	-24
CCCCn1cnc2c1c(=O)n(CC(=O)c1cc(C)n(C)c1C)c(=O)n2CC(C)C	-19	10	11	10	-9	3	4	1	2	3	7
Cc1cccc(N2CCN(S(=O)(=O)c3c(C)[nH]c(C)c3C(=O)N3CCCC3)CC2C)c1 (stereo not drawn)	12	4	-9	14	1	1	-3	-20	-7	6	-16
CCOC(=O)C1(Cc2cccc(F)c2)CCN(Cc2cnc(C)s2)CC1	-5	19	-3	17	30	1	-2	0	10	-4	-4
Nc1nc(N)c2c(ccc3c2ccn3Cc2cccc([N+](=O)[O-])c2)n1	-42	89*	38	100*	76	nt	97*	17	nt	79*	-22
COc1ccc(C)cc1NC(=O)C1CCCN(S(=O)(=O)c2ccc(-n3cnnn3)cc2)C1 (stereo not drawn)	-19	2	2	-22	7	6	13	1	8	-1	-28
C[C@H](NC(=O)N1CCn2c1nc1ccccc12)C(=O)N1CCCCC1	-3	-8	-16	-6	2	-1	-13	7	12	4	14
Cc1ccnc(NC(=O)COc2ccc(Cl)cc2)n1	-15	-176	-9	-113	-50	-1	-16	22	-87	-28	-6
COCCCNC(=O)CCSc1ccc(Cl)cc1	-1	16	5	9	-14	-3	-5	5	-14	-14	-3
O=Nc1c(-c2cccc([N+](=O)[O-])c2)nc2ncccn12	-4	2	8	38	16	1	19	-9	nt	-23	3
Cc1ccc(C2Nc3ccccc3C(=O)N2CCN2CCNC2=O)cc1 (stereo not drawn)	-6	15	7	15	-11	0	-20	-7	4	-7	13
Cc1cc(C)nc(NC(=O)CCC2CCCC2)c1	-3	-23	-10	-17	-24	-1	16	9	-3	-4	-21
CCOc1ccccc1NC(=S)NCCc1ccccc1	-18	9	-9	18	6	-3	-5	9	5	12	5
[O-]C(=C(C(=S)Nc1cccc2ccccc12)[n+]1ccccc1)c1ccc2c(c1)OCCO2	15	72*	53	54*	22	nt	-2	-21	20	103*	79*
Cc1cccnc1C(NC(=O)C1CCN(Cc2ccc(Cl)cc2)CC1)c1ccc(F)cc1 (stereo not drawn)	-5	-2	16	20	8	nt	1	14	nt	10	-4
CC1CCN(S(=O)(=O)c2cccc(C(=O)N(C)C3CCS(=O)(=O)C3)c2)CC1 (stereo not drawn)	-9	16	-5	-2	-24	-1	-18	9	0	2	-1
CCC(=O)NCCc1nc2cc(NC(=O)Nc3ccccc3)ccc2n1C	16	-75	-20	-48	-21	0	47	-1	nt	14	-6
CCc1ccc(-c2cc(C)no2)cc1S(=O)(=O)NCCc1ccccc1	-3	-71	-30	-43	2	2	10	-9	-7	-19	-4
Cc1cccc(/C=C/c2nc3ccccc3c(=O)[nH]2)c1	-26	-220	-170	-145	-24	-5	55*	13	-24	34	-3
COc1ccc(CC2C(=O)OC(C)(C)OC2=O)c(Cl)c1OC	0	14	-47	-4	-3	2	-11	-1	9	-3	-16
CC1(C)CCC[C@@]2(C)CC=C(C(=O)O)[C@@H]3C[C@]312	8	17	8	14	-9	-2	-4	-11	0	5	-3
COc1ccc(C)cc1NC(=O)CSc1ccc(-c2ccco2)nn1	-5	-7	-13	25	-10	-1	-15	-8	2	-20	-5
O=C(COC(=O)[C@@H]1CCCN1S(=O)(=O)c1ccccc1F)c1ccccc1	-4	16	-27	14	10	0	-3	4	-4	-4	9
O=C(COc1ccccc1Cl)N1CCNC1=O	-12	7	-6	-21	-18	nt	-19	16	-1	-5	-9
O=C(Nc1cccc(O)c1)c1noc2c1CCCCC2	-7	-43	16	7	12	-4	60*	2	34	81*	59*
COC(=O)C[N+](C)(C)C/C=C\c1ccccc1	-8	10	-21	6	6	-1	-5	14	5	-2	5
C=CC[N+](C)(C)CCN1C(=O)C2C(c3ccccc3)C=CC(c3ccccc3)C2C1=O (stereo not drawn)	-5	-6	8	9	-9	-2	0	-8	3	-15	-17
COc1ccc(C2C(C#N)=C(N)Oc3cc(C)n(Cc4ccncc4)c(=O)c32)cc1 (stereo not drawn)	-20	12	-2	8	0	-1	1	-3	8	9	-19
O=Cc1cn(CC(=O)N2CCOCC2)c2ccccc12	2	4	7	0	8	0	3	20	8	-12	-9
O=C(/C=C/c1cccc([N+](=O)[O-])c1)NCCSc1ccccc1	-15	-81	-20	-32	-17	4	-12	0	-1	-35	-37
CCOc1ccc(NC(=O)N2CCC(C(=O)c3ccc(F)cc3)CC2)cc1	1	20	17	8	7	0	3	-7	-18	11	-14
COC(=O)c1cc(NC2c3ncccc3C(=O)N2Cc2ccccc2)cc(C(=O)OC)c1 (stereo not drawn)	-1	20	-10	18	-22	0	1	0	3	-18	3
O=C(COc1ccc([N+](=O)[O-])cc1)N(Cc1ccccc1)Cc1ccccc1	-16	18	-12	13	-13	-1	4	-7	-5	5	-4
Cc1[nH]c2ccc(C(=O)OCCN(C)C)cc2c1C	-5	-44	-21	-72	2	-2	0	11	-22	-19	-2
CCOC(=O)C(=O)N/N=C/c1cccc(Br)c1	-2	12	-7	20	-7	1	-5	-7	-7	-9	14
N=c1sccn1CC(=O)NCCc1ccc(Cl)cc1	6	26	19	19	4	0	-3	-4	1	4	-11
CCCCn1c(CCC(=O)O)nc2c1c(=O)[nH]c(=O)n2CCC	2	3	-11	18	-1	0	-31	-2	27	7	-6
OCCC1CN(Cc2c(O)ccc3ccccc23)CCN1CCc1ccccc1 (stereo not drawn)	-2	-22	5	-11	12	0	-7	20	22	7	9
Nc1ccc(C(=O)NCC(=O)O)cc1	29	-2	-19	7	16	2	-16	-10	-1	11	-10
Cc1[nH]c2ccc(C(=O)NCC(C)(C)N3CCOCC3)cc2c1C	8	3	-9	-8	1	2	-1	-17	-12	-28	2
CCOC(=O)c1[nH]nc(N)c1NC(=O)c1ccc(Cl)cc1Cl	-9	-56	-55	-12	-27	0	1	-3	-17	-1	-33
O=C1COC(c2ccccc2)=CN1Cc1ccccc1	1	-1	-11	3	1	-2	-9	-15	-15	12	-5
CC(=O)c1ccc(OCC(=O)OCc2cc(-c3ccco3)on2)cc1	-7	-15	-5	11	9	2	-10	10	-8	-1	-6
CCCCCCN1CCN(C2CN(Cc3ccc(C)cc3)S(=O)(=O)C2)CC1 (stereo not drawn)	-15	-4	24	-4	9	nt	-17	-5	nt	10	11
O=C(COC(=O)c1cc(S(=O)(=O)N2CCCCC2)ccc1N1CCOCC1)NC1CCCCC1	-13	5	11	7	4	0	4	10	-7	-13	4
CCCC1CCC(=NNC(=O)OC(C)(C)C)CC1 (stereo not drawn)	7	-4	-71	6	-17	2	-5	-6	10	9	45
CCS(=O)(=O)C1=NSC2=NC(=O)/C(=C\c3cc(C)n(-c4cccc(OC)c4)c3C)C(=N)N21	-5	-32	-16	-20	2	2	19	3	5	1	-14
